FLuc stim CS: affects firefly luciferase, flagging false hits in luciferase stimulation screens; P08659; ATPlite luciferase biochemical, luminescence, 10 min; 0 = ATP-free wells, 1 = DMSO control; activation factor at 10 µM; 200,000 tested, under 10 active; AID 1027;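 active = luciferase activation factor, scaled between plate controls, of at least 2 with compound at 10 µM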
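Assay system: Luciferase/luciferin reagent mix; Medium: PBS as buffer for the ATP substrate; Dosing: test compounds dosed from 2 mM stocks in 100% DMSO; Times: 10 min, room temperature; Signal: luminescence from luciferase reaction; Read-out: luciferase activation; Controls: No-ATP low control, compound-free enzyme-plus-ATP high control.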
Diaphorase act: counter-screen for diaphorase-based assays: diaphorase activators and chemical reducers | Diaphorase/resazurin coupled assay, resorufin fluorescence, 16 min; stronger effect = higher value; 1 = vehicle wells, 0 = NADH-free wells | activation factor at 20 µM | 0.005% of 190,000 active | AID 1229;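 active = diaphorase activity raised at least twofold by the compound at 20 µM; inactive = activation factor below 2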
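System – purified diaphorase enzyme from Clostridium kluyveri · Input – enzyme 0.07 U/mL final · Also added – final NADH 0.114 mM, resazurin 0.1 mM · Measured by – fluorescence of resorufin, 544 nm excitation, 590 nm emission · Timing – 16 min enzyme reaction, ambient temperature · Measure – resorufin increase flagging diaphorase activators or reducers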
TLR4 MyD88 comp: inhibitors of human TLR4-MyD88 binding; O00206+Q99836; HeLa CL3-4 TLR4/MyD88 BLA complementation, FRET ratio; inhibition, % at 8.4 µM; 0.18% of 200,000 active; in the data active = inhibition above about 25%;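 note: 0% = vehicle and 100% = reference inhibitor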
Target sequence (O00206 whole entry, looked up): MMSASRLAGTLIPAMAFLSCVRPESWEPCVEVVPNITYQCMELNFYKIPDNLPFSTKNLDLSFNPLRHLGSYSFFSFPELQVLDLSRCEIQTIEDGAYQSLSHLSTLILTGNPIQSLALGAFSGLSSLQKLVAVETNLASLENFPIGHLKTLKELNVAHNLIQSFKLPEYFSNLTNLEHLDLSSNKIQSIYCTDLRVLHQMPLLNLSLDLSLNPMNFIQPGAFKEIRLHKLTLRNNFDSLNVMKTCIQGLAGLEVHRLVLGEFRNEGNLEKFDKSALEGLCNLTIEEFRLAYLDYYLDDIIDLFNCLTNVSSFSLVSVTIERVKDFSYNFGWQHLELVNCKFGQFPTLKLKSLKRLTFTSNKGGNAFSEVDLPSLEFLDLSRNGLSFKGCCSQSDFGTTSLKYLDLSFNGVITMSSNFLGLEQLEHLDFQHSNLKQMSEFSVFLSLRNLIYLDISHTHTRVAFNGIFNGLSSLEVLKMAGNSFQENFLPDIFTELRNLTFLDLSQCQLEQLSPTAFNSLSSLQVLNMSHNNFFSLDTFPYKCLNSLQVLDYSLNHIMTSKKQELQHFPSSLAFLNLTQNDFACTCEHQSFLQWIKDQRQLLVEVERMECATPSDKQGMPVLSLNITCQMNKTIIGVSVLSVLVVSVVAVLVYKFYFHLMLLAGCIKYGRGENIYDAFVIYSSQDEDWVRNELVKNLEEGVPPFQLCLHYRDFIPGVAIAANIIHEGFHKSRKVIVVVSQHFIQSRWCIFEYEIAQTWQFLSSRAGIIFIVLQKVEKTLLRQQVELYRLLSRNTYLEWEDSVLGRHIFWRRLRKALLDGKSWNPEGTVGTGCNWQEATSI
Target sequence (Q99836 whole entry, looked up): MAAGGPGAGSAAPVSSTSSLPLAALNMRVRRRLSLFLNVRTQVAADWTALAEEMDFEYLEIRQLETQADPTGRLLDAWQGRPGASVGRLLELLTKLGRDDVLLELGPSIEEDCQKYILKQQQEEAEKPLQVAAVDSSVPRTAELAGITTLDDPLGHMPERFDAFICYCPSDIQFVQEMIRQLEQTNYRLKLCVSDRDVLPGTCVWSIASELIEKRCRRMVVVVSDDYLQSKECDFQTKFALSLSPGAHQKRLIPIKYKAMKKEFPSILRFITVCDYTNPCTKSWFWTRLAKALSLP
NF-kB expr up: raises NF-kB expression in human neuronal cells; NF-kB reporter expression; stronger effect = higher value; AID 1239; fold change at 12.5 µM; 1.6% of 190,000 active; in the data active = fold change above about 3.3
G6PDH CS: inhibits Leuconostoc G6PDH, flagging false hits in G6PDH-based assays; Purified L. mesenteroides G6PDH, diaphorase/resazurin coupled fluorescence, 45 min; inhibition, % at 5 µM; 0.12% of 200,000 active; AID 1020; in the data active = inhibition above about 50%
FLuc inhib CS: counter-screen for luciferase assay inhibitors: firefly luciferase inhibition | ATPLite firefly luciferase biochemical luminescence, 10 min | inhibition, % at 10 µM | 1.5% of 200,000 active;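 active = inhibition above about 50% when tested at 10 µM, limit read from the data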
APP 5'UTR act: activates APP 5'UTR luciferase reporter; SH-SY5Y APP 5'UTR luciferase reporter, luminescence; zero percent = DMSO vehicle wells; AID 1276; activation, % at 2 µM; 1% of 190,000 active;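 active = activation above a set limit, based on mean plus 3 SD of controls, cut at about 140% in these data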; note: values of inactives mirror those of a sister screen read the other way
STAT1 activator: activators of IFN-gamma induced STAT1 signaling | NIH 3T3 STAT1-luciferase reporter, luminescence; 100% = IFN-gamma alone, no compound | activation (% of control), % at 5.5 µM | 2.6% of 200,000 active;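 active = activation above the screen-wide mean activation plus 3 SD, cut at about 130% in these data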;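 note: raw ratio to IFN-gamma control signal so 100% means no change and 0% no light; values of inactives mirror those of a sister screen read the other way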
Diaphorase inh: diaphorase inhibition or chemical oxidation counter-screen | 0.69% of 190,000 active | inhibition, % at 20 µM | diaphorase resazurin-to-resorufin fluorescence, NADH, 16 min; bacterial (C. kluyveri) enzyme, not human | AID 1217;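 active = primary screen inhibition at 20 µM above a set limit, cut at about 50% in these data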;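 note: plate controls were DMSO with full reaction for no effect and wells lacking NADH for full effect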
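System: Diaphorase enzyme from Clostridium kluyveri | Amount: Enzyme working solution with 0.14 U/mL diaphorase | Benchmarks: No-NADH positive control and DMSO neutral control | Signal: Fluorescence of resorufin formed from resazurin, Ex 544/Em 590 nm | Schedule: 16-min room-temperature incubation before reading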
APP transl inh: APP translation inhibition. SH-SY5Y APP 5'UTR-luciferase reporter, luminescence. inhibition, % at 2 µM. 0.82% of 190,000 active. AID 1285;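 active = inhibition above a set limit, derived from the sample mean plus 3 SD, cut at about 45% in these data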; note: values of inactives mirror those of a sister screen read the other way
Starred values were filed as active, the others as inactive; . = not tested or not shown.

SMILES	FLuc stim CS	Diaphorase act	TLR4 MyD88 comp	NF-kB expr up	G6PDH CS	FLuc inhib CS	APP 5'UTR act	STAT1 activator	Diaphorase inh	APP transl inh
Cc1ccc(S(=O)(=O)N2CCC(C(=O)NCc3ccncc3)CC2)cc1	1.1	0.9	0	0.98	-2	-5	6	105	14	-6
Cc1cc2cc(CN(Cc3ccco3)S(=O)(=O)c3c(C)ccc4nsnc34)c(=O)[nH]c2cc1C	1	0.9	-10	0.67	5	-3	-4	97	13	4
CCOC(=O)c1c(NC(=O)CN2CCCc3ccccc32)sc(C(C)=O)c1C	1.1	0.9	2	0.97	1	-5	-7	89	13	7
COc1cc(/C=N/NC(=S)NCCN2CCOCC2)cc(OC)c1O	1	0.9	-2	1.2	28	4	10	97	12	-10
Cn1nc([N+](=O)[O-])nc1Sc1ccc(Cl)cc1	1	0.9	6	1.1	2	-1	-3	100	10	3
CC(C)(C)CC(C)(C)c1ccc(O)c(CN2CCN(CCC#N)CC2)c1	1	0.8	5	2.1	2	-5	6	97	19	-6
CCOc1cc(NC(=S)NCCCN2CCOCC2)c(OCC)cc1NC(=O)C1CCCCC1	1.1	0.8	12	1.1	11	-7	24	93	15	-24
O=C(NN=C1CCCC1)NC1CCCCC1	0.9	1	10	1.1	1	8	-1	99	-2	1
CN1CCN(/N=C/c2nc(-c3ccccc3Cl)n3ccccc23)CC1	1	0.9	-1	1.3	12	-4	8	96	9	-8
CCOC(=O)c1c(C#N)c(SCC(=O)Nc2ccc(OC)cc2)nc2c1CN(CC)CC2	1.1	0.8	3	1.2	10	-8	-2	102	22	2
COc1ccc(Oc2ncc(CN3CCN(c4ccccc4)CC3)s2)cc1	1.1	0.8	4	0.98	0	-7	13	102	20	-13
O=C(COc1ccccc1)NCCc1nc2ccccc2[nH]1	1	1	2	1.1	0	-4	-12	100	3	12
CC(C)CCC(CC(C)O)c1n[nH]c(=S)n1-c1ccccc1 (stereo unspecified)	1	0.9	2	1.1	-4	4	.	96	10	.
CCCCn1c(=N)n(CC(=O)C(C)(C)C)c2ccccc21	1.1	0.7	-7	0.82	4	-7	-2	99	27	2
CC(C)NC(=O)Cn1nc(C(F)(F)F)c2c1CCC2	1.1	1.2	-10	1	8	-8	-2	100	-24	2
O=[N+]([O-])c1ccc(N2CCN(CCO)CC2)cc1NCc1ccco1	1	0.8	4	1.5	13	-4	8	98	19	-8
CCN(Cc1ccccc1)c1ccc(/C=C(\C#N)c2ccccn2)cc1	0.8	0.9	9	1.9	-24	21	117	167*	14	-117
C=CCn1c(COc2ccc(F)cc2)nnc1SCC(=O)Nc1cccc(S(N)(=O)=O)c1	0.9	1.1	-1	1.1	2	8	6	98	-5	-6
O=C(C1CCN(Cc2ccc(Cl)cc2)CC1)N1CCN(C(c2ccccc2)c2ccccc2)CC1	1	0.7	-6	0.72	-27	-2	15	105	32	-15
Cc1ccc(NC(=O)NNc2cccc(Cl)n2)cc1	1	0.9	4	1.3	1	-4	2	100	10	-2
Cc1ccc(-c2noc(CSc3nc(N)cc(N)n3)n2)cc1	1	0.9	1	3.4*	-25	1	104	128	10	-104
Cc1ccc(-n2nc(C)c3c2OC(N)=C(C#N)C3c2ccccc2F)cc1 (stereo unspecified)	1	1	6	1	6	2	-47	84	0	47*
Cc1ccc(N(C(=O)Cn2nnc(-c3cccs3)n2)C(C(=O)NC2CCCC2)c2ccncc2)cc1 (stereo unspecified)	1.1	1	5	1.1	4	-11	2	94	-1	-2
Cc1cc(NC(=O)C2C3C(=O)N(c4cccnc4)C(C(=O)NC(C)(C)C)C34C=CC2(C)O4)no1 (stereo unspecified)	1.1	1	-15	1.2	9	-9	-6	111	4	6
O=c1nc2n(c3ncccc13)CCCCC2	1.1	0.9	8	1.1	14	-6	2	96	8	-2
Cn1c(=O)c(C(=O)CSc2nncs2)c(N)n(Cc2ccccc2)c1=O	1	0.9	3	0.94	6	-3	11	96	14	-11
Cc1ccc2nc(-c3ccc(SCC(=O)Nc4ccc5c(c4)OCCO5)nc3)[nH]c2c1	0.4	0.9	6	1.4	3	62*	129	113	10	-129
Nn1c(SCC(=O)Nc2ccccc2F)nc2ccccc2c1=O	1	0.9	-10	0.77	1	1	14	87	6	-14
CCOC(=O)c1ccc(Nc2nnc3nc(C)cc(C)n23)cc1	1	0.8	8	0.9	29	-1	2	93	23	-2
CN(C)/C=C1/NC(=S)NC1=O	1.1	0.8	5	0.89	8	-6	1	98	15	-1
CCOC(=O)c1[nH]c(C)c(/C(O)=C2\C(=O)C(=O)N(CCN(C)C)C2c2cccc(OC)c2OC)c1C (stereo unspecified)	1	1	4	1.2	7	-3	9	101	1	-9
OCc1ccnc2c(O)cccc12	1	0.5	0	1.5	59*	2	12	99	48	-12
Cc1nn(-c2ccc(F)cc2)c(Cl)c1/C=N/NC(=O)c1cccs1	0.9	1	1	1.2	-61	10	35	142*	1	-35
COc1ccc(CNC(=S)NCc2ccc(OC)cc2)cc1	1.1	0.9	4	1.1	4	-7	0	98	14	0
C=C(C)CNC(=S)N1CCN(C(c2ccccc2)c2ccccc2)CC1	1	0.9	-7	0.86	5	3	-6	111	5	6
S=C(NC1CCCCC1)NC1CC2CCC(C1)N2Cc1ccccc1 (stereo unspecified)	1.1	.	9	0.96	17	-8	0	100	.	0
CC(C)(C)c1nc2sc3c(c2c(=O)o1)CCCC3	1.1	0.9	14	1.3	8	-5	-10	96	9	10
COc1cc(C(=O)NC(=S)Nc2ccc([N+](=O)[O-])cc2C)cc(OC)c1OC	1	0.9	-5	1	-17	-4	-5	111	14	5
CC(C)N1C(=O)CCC1C(=O)NCc1ccco1 (stereo unspecified)	1	1	-3	0.97	4	0	-16	102	-1	16
O=C(COc1ccccc1Cl)NC(=S)Nc1cccc(NC(=O)c2ccccc2Cl)c1	1	0.8	-2	0.93	8	-2	-1	123	22	1
CCOc1ccc(OCc2ccc(C(=O)N3CCOCC3)cc2)cc1	1	1	-3	1.2	0	-4	20	101	-5	-20
COc1ccccc1S(=O)(=O)c1ccccc1[N+](=O)[O-]	1.1	0.9	8	0.97	0	-8	12	99	12	-12
COc1ccc(/C=C/C(=O)OCC(=O)Nc2cc(C(F)(F)F)ccc2Cl)cc1	1.1	1	-17	1.2	-1	-8	-8	91	4	8
c1cnc(N2CCN(Cc3ccc4c(c3)OCO4)CC2)cn1	1	1	7	0.96	3	-3	-15	101	-3	15
S=c1nc(-c2ccccc2)n(CCCN2CCOCC2)c2c1CCCC2	1	0.7	2	0.72	6	-3	1	92	29	-1
Cc1ccc(C(C)C)cc1OCCOCCN1CCCC1	1.1	0.9	-2	1	-1	-6	-2	100	8	2
O=C(c1cnccn1)N(Cc1ccco1)C1(C(=O)NC2CCCCC2)CCCCC1	1.1	0.9	7	0.94	2	-7	3	104	8	-3
CCOC(=O)C1CCN(c2ncnc3nc[nH]c23)CC1	1.1	0.9	4	1.5	-18	-6	-2	102	6	2
O=C(CC1CCCC1)Nc1ccc2c(c1)CCC2	1	1	-1	2.3	13	3	87	127	4	-87
COc1ccc(C(=O)NNC(=O)CCn2nnc(-c3ccc(Cl)cc3)n2)cc1OC	1.1	0.8	-14	0.94	17	-6	3	96	18	-3
O=C(O)CCCCCN=Cc1c(O)c2ccccc2oc1=O	1	0.9	-10	0.98	3	-2	19	101	11	-19
COc1ccc(C2/C(=C(/O)c3ccc(Cl)cc3)C(=O)C(=O)N2CCN2CCOCC2)c(OC)c1 (stereo unspecified)	1.1	0.9	-9	1	5	-6	9	106	8	-9
COc1ccc(-c2cc(-c3ccccc3O)[nH]n2)cc1OC	0.7	0.8	3	6.8*	21	28	194*	109	18	-194
CC(=O)c1cc(C(=O)N2CCc3c([nH]c4ccccc34)C2CC(C)C)[nH]n1 (stereo unspecified)	1.1	0.9	3	0.98	10	-5	13	97	14	-13
COc1ccc2nc(NS(=O)(=O)c3ccc(NC(C)=O)cc3)sc2c1	1.1	0.8	7	1.2	4	-11	20	111	15	-20
Cc1cc(O)cc(O)c1-c1onc(C(F)(F)F)c1-c1cscn1	1.1	0.8	7	1	7	-8	-2	94	22	2
CCOc1cccc(/C=N/NC(=S)Nc2ccccc2[N+](=O)[O-])c1O	1	1	-6	0.48	-5	0	82	85	0	-82
CCOC(=O)Cc1cnc(NC(=O)CSc2nc(N)cc(N)n2)s1	1	0.9	-3	1	0	-2	38	99	7	-38
COc1ccc(C(=O)Cn2c(NCCO)nc3ccccc32)cc1OC	1.1	0.9	-2	0.82	1	-5	3	95	13	-3
O=C1CCCN2N=C(SCC(=O)N3N=C(c4ccc(Br)cc4)CC3c3ccc(F)cc3)SC2=N1 (stereo unspecified)	1.1	0.7	10	1.1	0	-7	10	105	31	-10
Next part.
SMILES	FLuc stim CS	Diaphorase act	TLR4 MyD88 comp	NF-kB expr up	G6PDH CS	FLuc inhib CS	APP 5'UTR act	STAT1 activator	Diaphorase inh	APP transl inh
O=C(NN1CCOCC1)c1cnn2c(C(F)F)cc(-c3ccccc3)nc12	1	1.1	-10	0.94	9	-4	12	103	-14	-12
CCn1c(CSCc2ccc(F)cc2)nnc1SCC(=O)N1CCN(c2ccccc2)CC1	1.1	1	-9	0.8	-1	-5	30	102	-2	-30
COC(=O)c1ccccc1NC(=O)c1noc2c1CCC2	1	0.8	.	1.4	-40	-1	.	.	23	.
COc1ccc(C(=O)NCC(=O)n2nc(C)cc2C)cc1OC	1.1	1	-8	1.1	13	-9	15	98	0	-15
CC(C)c1onc(C(=O)NCc2ccccc2)c1[N+](=O)[O-]	1	1	-20	1.1	21	0	7	92	-3	-7
CCCCOC(=O)CCc1c(C)[nH]c(=O)c(C#N)c1C	1.1	0.9	4	0.97	0	-8	1	101	8	-1
COC(=O)c1cc(C(=O)OC)cc(N2C(=O)CC(Sc3nc(C)cc(C)n3)C2=O)c1 (stereo unspecified)	1	0.9	5	1.1	1	-4	13	96	15	-13

Part of the list above in order of length of the SMILES, ascending.
SMILES	FLuc stim CS	Diaphorase act	TLR4 MyD88 comp	NF-kB expr up	G6PDH CS	FLuc inhib CS	APP 5'UTR act	STAT1 activator	Diaphorase inh	APP transl inh
COC(=O)c1ccccc1NC(=O)c1noc2c1CCC2	1	0.8	.	1.4	-40	-1	.	.	23	.
CCCCOC(=O)CCc1c(C)[nH]c(=O)c(C#N)c1C	1.1	0.9	4	0.97	0	-8	1	101	8	-1
O=C(NN1CCOCC1)c1cnn2c(C(F)F)cc(-c3ccccc3)nc12	1	1.1	-10	0.94	9	-4	12	103	-14	-12
COC(=O)c1cc(C(=O)OC)cc(N2C(=O)CC(Sc3nc(C)cc(C)n3)C2=O)c1 (stereo unspecified)	1	0.9	5	1.1	1	-4	13	96	15	-13
O=C1CCCN2N=C(SCC(=O)N3N=C(c4ccc(Br)cc4)CC3c3ccc(F)cc3)SC2=N1 (stereo unspecified)	1.1	0.7	10	1.1	0	-7	10	105	31	-10

High-throughput results: PubChem BioAssay, several laboratories
